# Source: PubChem BioAssay (Icahn School of Medicine at Mount Sinai)
# RBX1-CUL1 inh: inhibitors of human ROC1-CUL1 ubiquitin ligase activity. inhibition, % at 10 µM. hit rate 0.6% among 140,000. in vitro K48 di-Ub FRET, acceptor:donor ratio, 45 min; in the data active = inhibition above about 25%
# Target sequence (P62877 whole entry, looked up): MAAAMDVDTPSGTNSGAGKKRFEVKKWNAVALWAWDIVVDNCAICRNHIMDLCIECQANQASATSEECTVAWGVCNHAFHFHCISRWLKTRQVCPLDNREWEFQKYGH
# Target sequence (Q13616 whole entry, looked up): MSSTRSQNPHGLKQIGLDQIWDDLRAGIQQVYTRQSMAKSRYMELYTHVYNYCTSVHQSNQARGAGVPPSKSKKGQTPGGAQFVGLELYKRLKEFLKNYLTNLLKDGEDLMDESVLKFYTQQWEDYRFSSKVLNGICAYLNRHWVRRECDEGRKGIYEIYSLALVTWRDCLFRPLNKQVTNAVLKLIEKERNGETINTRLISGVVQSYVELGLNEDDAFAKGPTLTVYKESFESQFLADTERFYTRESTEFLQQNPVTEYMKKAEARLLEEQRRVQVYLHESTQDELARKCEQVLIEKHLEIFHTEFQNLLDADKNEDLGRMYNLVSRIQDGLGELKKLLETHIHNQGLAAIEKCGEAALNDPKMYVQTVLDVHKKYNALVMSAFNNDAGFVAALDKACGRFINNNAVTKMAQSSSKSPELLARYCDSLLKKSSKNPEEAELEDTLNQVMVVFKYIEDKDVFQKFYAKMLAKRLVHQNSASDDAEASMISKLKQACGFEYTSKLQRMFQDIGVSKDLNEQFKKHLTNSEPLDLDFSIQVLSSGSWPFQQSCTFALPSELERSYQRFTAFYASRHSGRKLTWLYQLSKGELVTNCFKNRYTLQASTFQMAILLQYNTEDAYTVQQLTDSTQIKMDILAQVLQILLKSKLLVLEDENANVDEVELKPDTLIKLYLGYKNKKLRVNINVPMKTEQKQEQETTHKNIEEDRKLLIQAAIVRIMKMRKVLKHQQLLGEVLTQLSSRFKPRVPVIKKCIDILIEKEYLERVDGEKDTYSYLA
# * hit, by the source's call. Only part of the results is shown; rates above refer to the full screens.
canonical_smiles	RBX1-CUL1 inh
O=C(CN1CCN(c2ccc(Cl)cc2)CC1)NC1CCCCCC1	4
C=CCc1c(C)nc2c(C)c(-c3ccc(C)cc3)[nH]n2c1=O	-2
Cc1cccc(-c2noc(-c3cccnc3NCc3ccco3)n2)c1	0
Cc1cc(C(=O)NCc2ccc(Cl)cc2)no1	1
Cc1cc(OCC(=O)Nc2ccc(Br)cc2)ccc1Cl	-6
COc1cccc(CNC(=O)CCC2CCCN(C(=O)CN3CCCC3=O)C2)c1 (configuration not stated)	-2
CC(C)Cn1c(CN(C)C2CCOCC2)cnc1S(=O)(=O)CC1CCCO1 (configuration not stated)	1
COc1ccc(OC)c(CCNC(=O)c2cc3c(s2)-c2c(C)cccc2OC3)c1	0
Cc1ccc(NC(=O)CCc2c(C)nn(-c3ccc(N4CCCCC4)nn3)c2C)cc1F	3
CCC(Oc1ccccc1C)C(=O)N1CCN(c2ccccn2)CC1 (configuration not stated)	1
N#Cc1ccc(Oc2cccc(C(=O)OCc3ccccc3)c2)cc1C#N	8
Cc1cc(=O)n2nc(N3CCC(C(=O)Nc4ccc(Br)c(C)c4)CC3)sc2n1	1
O=C1C=C(N2CCCCCC2)C2(CCCCC2)O1	-3
Nc1nnc(SCC(=O)CSc2nnc(N)s2)s1	-2
N=C1OC2=C(C(=O)CCC2)C(c2cccs2)C1C(N)=S (configuration not stated)	1
Cc1cccc(NC(=O)c2onc3c2CCCC3)c1C	-14
CCC1=C(C(=O)OC)C(c2cccc(OC)c2)C(C#N)C(=N)O1 (configuration not stated)	7
Cc1ccc(CCNC(=O)CCCn2c(=O)c3cccn3c3ccc(F)cc32)cc1	0
C=CCc1cc(/C=c2/sc3n(c2=O)C(c2ccc(OC)cc2OC)C(C(=O)OCC)=C(C)N=3)cc(OC)c1O (configuration not stated)	-6
CC1(C)Cc2ccccc2-c2nnc(-c3ccncc3)n21	-1
COc1cc(C2CC(C34CC5CC(CC(C5)C3)C4)=NC(=S)N2)cc(OC)c1OC (configuration not stated)	14
COc1ccc(-c2ccc(=O)n(CC(=O)Nc3ccc(C)cc3C)n2)cc1	0
NC(=O)c1ccccc1N=Cc1cc(Br)ccc1O	6
Cc1nn2cc(CNC(=O)CC3C(=O)NCCN3Cc3ccccn3)nc2s1 (configuration not stated)	2
O=C(c1cn[nH]c1)N1CCCC(CCc2ccc(F)cc2F)C1 (configuration not stated)	7
COc1ccc(OC)c(-c2nc3c(C#N)c[nH]n3c2NC2CCCCC2)c1	-13
Cc1sc(C2C3=C(CCCC3=O)N(c3ccc(Cl)cc3)C(=N)C2C#N)cc1CN1CCOCC1 (configuration not stated)	-4
Cc1ccc(C(C)C)c(OCC(=O)NCC2(N3CCOCC3)CCCCC2)c1	-16
Cc1nc(CC(=O)NCC2CCC3(CCN(Cc4cccnc4)CC3)O2)cs1 (configuration not stated)	5
Fc1ccccc1N1CCN(CC(S)COCc2ccccc2)CC1 (configuration not stated)	-3
CCOc1ccc(CNC(=O)c2cc3c(=O)n(C)c4ccccc4c3s2)cc1	1
Cn1nccc1CNC(=O)c1ccc(COc2ccccc2Cl)cc1	3
CN(CC1CCCN(CCc2ccc(Cl)cc2)C1)C(=O)CCN1CCCO1 (configuration not stated)	13
CCCCCCSc1nnc2c(n1)OC(c1c(F)cccc1Cl)N(C(C)=O)c1ccccc1-2 (configuration not stated)	-7
CCN1N=C(c2ccc(NC(C)=O)cc2)CSC1=O	-4
N#CCc1ccc(NC(=O)CN(c2ccc(Cl)cc2Cl)S(=O)(=O)c2ccccc2)cc1	5
O=C(Nc1ccccc1)c1ccccc1OS(=O)(=O)c1ccccc1	-6
CCCCc1nc2cc(C(=O)N3CCC(Oc4ccccc4F)CC3)ccc2o1	4
N#CC(C#N)=NNc1cccc(C#N)c1	4
CCOC(=O)c1cccc(NC(=O)c2sc3ncccc3c2N)c1	-1
COC(=O)c1ccc(NC(=O)C23CCC(C)(C(=O)O2)C3(C)C)cc1 (configuration not stated)	-4
CCOc1ccc(NCc2cccn2-c2nnc(N3CCC(C(=O)NCCc4ccc(OC)c(OC)c4)CC3)s2)cc1	0
Cc1ccc(-c2csc(NC(=O)c3cncc(Br)c3)n2)cc1	6
COc1ccccc1CC(=O)Nc1cnn(CC(=O)NCCc2ccc(C)cc2)c1	2
CC(=O)Nc1ccc(OC(=O)c2cc(Br)ccc2Br)cc1	-1
Cc1cnc(CNCC2(O)CCCN(Cc3ccccc3F)C2=O)cn1 (configuration not stated)	4
Cc1cccc(NC(=O)CN2C(=O)N=C(Cc3c[nH]c4ccccc34)C2=O)c1	-8
CCOC(=O)c1c(-c2ccccc2)csc1NC(=O)CCN1CCN(C)CC1	1
COc1cccc2c1cc1c(=O)n(CC(=O)NC3CC3)nc(C)n12	-3
CC(C(=O)O)n1cnc2scc(-c3ccccc3)c2c1=O (configuration not stated)	3
CC(=O)ONc1ccc(C(C)(C)C)cc1Br	4
Cc1ccc(-n2nc3c(=O)n(CC(=O)NCCC(C)C)nc(C)c3c2C)cc1	-13
CCNS(=O)(=O)c1ccc(NS(=O)(=O)c2cc(C)ccc2C)cc1	-3
c1ccc(Cc2cc(-c3ccccc3)on2)cc1	9
CCCCc1ccc(-n2nnc(C(=O)N(C)c3ccccc3)c2C)cc1	7
CCc1ccc(C2=Nc3nc4ccccc4n3C(c3c(F)cccc3Cl)C2)cc1 (configuration not stated)	7
CC(CNC(=O)c1ccc2c(c1)nc1n2CCOC1)c1ccccc1 (configuration not stated)	-8
c1ccc(CN2CCN(c3nc4nonc4nc3N3CCCCC3)CC2)nc1	-5
Cc1cc(C)n(-c2nc(N(C)C)nc(N(C)C)n2)n1	4
CCC(=O)C1C(=O)CC(C)(C)CC1=Nc1ccccc1C (configuration not stated)	-2

# (further entries)
canonical_smiles	RBX1-CUL1 inh
COc1ccccc1C(=O)Oc1ccc(C(=O)c2ccccc2)cc1	7
COc1ccccc1CNc1nc(-c2ccco2)nn1S(C)(=O)=O	-5
CN(C)S1=NC(C(Cl)(Cl)Cl)=NC(c2ccccc2)=N1 (configuration not stated)	-3
O=C(NC1CCCC1)c1ccc2c(=O)n(Cc3ccccc3)c(SCc3ccccc3F)nc2c1	-2
CCSc1nc2c(c(=O)n1CC1CCCCC1)C1(CCCCC1)Cc1ccccc1-2	1
COc1ccc2cc3cc(C(=O)N4CCN(c5cccc(C(F)(F)F)c5)CC4)sc3nc2c1	-1
CCOc1cccc(C(=O)Nc2ccc(-c3nc4cc(C)cc(C)c4o3)cc2)c1	-11
C[C@@H]1CN(C(=O)c2nc3sccn3c2CNCCOc2cccnc2)C[C@H](C)O1	4
O=C(Nc1nc2ccccc2n1Cc1ccc(Cl)cc1)c1ccco1	3
Cc1ccc(NC(=O)c2ccco2)cc1C	6
Cc1cc(-c2cccnc2)c(C#N)c(SCC#N)n1	-3
CCOc1ccc(C2C(C(=O)c3ccc(F)cc3)C(=O)C(=O)N2c2nnc(C)s2)cc1OCC (configuration not stated)	5
Cc1cc(C)c(NC(=O)C2CCN(C(=O)N3CCOc4ccccc43)CC2)c(C)c1	-2
CC(=O)c1ccc(N2CCc3[nH]nc(-c4ccccc4C)c3C2)nc1	2
COc1cccc(-c2nn3c(Cc4ccccc4)nnc3s2)c1	7
COCCc1nc2ccc(C(=O)N(C)Cc3nc4ccc(F)cc4[nH]3)cc2o1	-3
Cn1c(=O)c2ncc(-c3ccccc3)nc2n(C)c1=O	-7
COc1cc(C(=O)Nc2ccc(O)c(CNC3CCCC3)c2)cc(OC)c1OC	-2
COC(=O)c1cc2c(-c3ccccc3)cc3ccccn3c-2c1C(=O)OC	5
CC1=C(C#N)c2nc(N)c(C#N)c(C)c2/C1=C\c1ccc(OCc2cccc(C(=O)O)c2)cc1	98*
COc1ccc(S(=O)(=O)NCc2ccccc2)cc1C	7
COC(=O)c1scc(-c2ccc(C)cc2)c1S(=O)(=O)Nc1ccc(N(C)C)cc1	-11
Cc1c(C)c(CSc2nccn2C)c(C)c(C)c1CSc1nccn1C	0
COc1ccc(C2CC(=O)C3C(=Nc4ccccc4NC3c3ccc(OC(C)=O)c(OC)c3)C2)cc1OC (configuration not stated)	-1
COc1ccc(N2C(=N)C(C#N)C(c3ccc([N+](=O)[O-])cc3)C3=C2CCCC3=O)cc1 (configuration not stated)	-2
COc1ccc(NC(=O)CSc2nc3cc(OC)c(OC)cc3c3nc(-c4ccccc4)nn23)cc1Cl	2
O=C(NCc1cccc(F)c1)c1ccc(NC(=O)c2nsc3ccccc23)cc1	9
Cc1cccc(C(=O)N2c3ccc([N+](=O)[O-])cc3-c3c(ssc3=S)C2(C)C)c1	-7
COC(=O)c1sccc1S(=O)(=O)N1CCN(c2cccc(C)c2)C(C)C1 (configuration not stated)	1
CC1CCN(C2=C(C(=O)Nc3ccccc3)S(=O)(=O)c3ccccc32)CC1	2

# Reformatted: 4 of the compounds above
O=C(Nc1nc2ccccc2n1Cc1ccc(Cl)cc1)c1ccco1
  RBX1-CUL1 inh = 3

N#CCc1ccc(NC(=O)CN(c2ccc(Cl)cc2Cl)S(=O)(=O)c2ccccc2)cc1
  RBX1-CUL1 inh = 5

COC(=O)c1scc(-c2ccc(C)cc2)c1S(=O)(=O)Nc1ccc(N(C)C)cc1
  RBX1-CUL1 inh = -11

CCc1ccc(C2=Nc3nc4ccccc4n3C(c3c(F)cccc3Cl)C2)cc1 (configuration not stated)
  RBX1-CUL1 inh = 7

# With a hit mark in RBX1-CUL1 inh (from the list above):
canonical_smiles	RBX1-CUL1 inh
CC1=C(C#N)c2nc(N)c(C#N)c(C)c2/C1=C\c1ccc(OCc2cccc(C(=O)O)c2)cc1	98*

# The main list resumes with the three entries that preceded the break.
canonical_smiles	RBX1-CUL1 inh
Cc1cccc(C(=O)N2c3ccc([N+](=O)[O-])cc3-c3c(ssc3=S)C2(C)C)c1	-7
COC(=O)c1sccc1S(=O)(=O)N1CCN(c2cccc(C)c2)C(C)C1 (configuration not stated)	1
CC1CCN(C2=C(C(=O)Nc3ccccc3)S(=O)(=O)c3ccccc32)CC1	2
O=C(Oc1ccc(/C=c2\sc3nc4ccccc4n3c2=O)cc1)c1cccs1	-8
Cc1ccc(C(=O)C2C(=O)C(=O)N(CCc3ccccc3)C2c2ccncc2)o1 (configuration not stated)	2
Cc1[nH]c2c(C)cccc2c(=O)c1CN(Cc1ccccc1)Cc1ccccc1	-3
CCn1ccnc1CN(C)CC1CCN(Cc2ccc(C)o2)CC1	5
COc1ccc(CCNC(=O)Cn2c(=O)n(-c3ccc(C)c(C)c3)c(=O)c3c(C)c(C)sc32)cc1OC	-1
CC(=O)CSc1nc2scc(-c3ccc(C)o3)c2c(=O)n1-c1ccccc1	-5
O=C(CN1C(=O)COc2ccc(S(=O)(=O)N3CCCC3)cc21)N1CCN(c2ccc(F)cc2)CC1	-4
Cc1ccc(Oc2nc3ccccn3c(=O)c2/C=C(\C#N)c2nc3ccccc3s2)c(C)c1	14
O=C(O)c1cc2ccc3ccccc3c2oc1=O	-2
CCOc1cc(/C=N\NC(=O)Cc2ccccc2)ccc1OCC(=O)Nc1ccc(C)c(C)c1	14
CCCCC1CN(CCC(=O)NCCCOc2cccnc2)Cc2ccccc2O1 (configuration not stated)	-3
CSc1ncc(-n2c(-c3ccc(Br)cc3)csc2=NC(=O)c2ccccc2)cn1	9
O=S(=O)(c1ccc(C2CCCCC2)cc1)N1CCN(c2ccc(Cl)c(Cl)c2)CC1	-4
O=c1ncn(-c2ccc(F)cc2)c2ncccc12	0
COc1ccccc1-n1c(C)cc(/C=C2/C(=N)N3C(c4ccc(F)cc4)=CSC3=NC2=O)c1C	0
CCOc1ccccc1NC(=O)C1CCCN1S(=O)(=O)c1ccc2nc(-c3ccccc3)[nH]c2c1 (configuration not stated)	14
CSc1nnc2c(n1)OC(c1ccccc1OCC(=O)O)Nc1ccc(Br)cc1-2 (configuration not stated)	-3
O=C(NCCCCC(NC(=O)C(Cc1c[nH]c2ccccc12)NC(=O)C12CC3CC(CC(C3)C1)C2)C(=O)O)OCc1ccccc1 (configuration not stated)	6
O=C(Nc1ccccc1Cl)c1cccc(F)c1	2
CCOc1ccccc1CNC(=O)c1cc2c(=O)n(Cc3ccco3)ccc2nc1C	-7
COc1ccc(OC)c(NC(=O)C2CCCNC2=O)c1 (configuration not stated)	-6
COCCCNc1nncc(-c2ccc(OC)cc2OC)n1	4
CCc1ccc(NC(=O)Cc2ccc(Cl)cc2)cc1	4
CCOc1ccccc1C(=O)N1CCCCC1CCN1CCOCC1 (configuration not stated)	-7
CCC(C)NS(=O)(=O)c1ccc(OC)c(C(=O)N2CCC(C)CC2)c1 (configuration not stated)	1
CC(C)OC(=O)c1sc2cc(Cl)ccc2c1Cl	-4
O=C(COC(=O)C(Cc1ccccc1)N1C(=O)c2cccc([N+](=O)[O-])c2C1=O)c1ccccc1 (configuration not stated)	-4
COCCN1CCCC2(CCN(Cc3[nH]c4ccc(C)cc4c3C)C2)C1 (configuration not stated)	-9
C=C(C)C1CC=C(C)/C(=N/NC(=O)COc2ccccc2Cl)C1 (configuration not stated)	7
COC(=S)SCC(=O)c1ccc(-c2ccccc2)cc1	3
COC(=O)NNCC(=O)Nc1ccsc1C(=O)OC	4
O=C1c2cccc3cccc(c23)C(=O)N1c1ccccc1Cl	1
Cc1c([N+](=O)[O-])cc(C(=O)Nc2ccc3c4c(cccc24)CC3)cc1[N+](=O)[O-]	-2

# 4 entries from above, with the structure last:
RBX1-CUL1 inh | canonical_smiles
-4 | O=C(COC(=O)C(Cc1ccccc1)N1C(=O)c2cccc([N+](=O)[O-])c2C1=O)c1ccccc1 (configuration not stated)
-2 | Cc1c([N+](=O)[O-])cc(C(=O)Nc2ccc3c4c(cccc24)CC3)cc1[N+](=O)[O-]
-5 | CC(=O)CSc1nc2scc(-c3ccc(C)o3)c2c(=O)n1-c1ccccc1
-8 | O=C(Oc1ccc(/C=c2\sc3nc4ccccc4n3c2=O)cc1)c1cccs1
